APJ agonist = APJ receptor agonism | P35414 | CHO-K1 APJ PathHunter beta-arrestin, luminescence; 0% DMSO wells, 100% apelin | activation, % at 20 µM | 330,000 tested, 0.11% active;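 active means activation more than six SD over the plate average, tested at 20 µM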;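 further: 0% = DMSO alone and 100% = apelin-13 at 10 nM; some results filed as inactive read as strong as hits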
Target sequence (P35414 whole entry, looked up): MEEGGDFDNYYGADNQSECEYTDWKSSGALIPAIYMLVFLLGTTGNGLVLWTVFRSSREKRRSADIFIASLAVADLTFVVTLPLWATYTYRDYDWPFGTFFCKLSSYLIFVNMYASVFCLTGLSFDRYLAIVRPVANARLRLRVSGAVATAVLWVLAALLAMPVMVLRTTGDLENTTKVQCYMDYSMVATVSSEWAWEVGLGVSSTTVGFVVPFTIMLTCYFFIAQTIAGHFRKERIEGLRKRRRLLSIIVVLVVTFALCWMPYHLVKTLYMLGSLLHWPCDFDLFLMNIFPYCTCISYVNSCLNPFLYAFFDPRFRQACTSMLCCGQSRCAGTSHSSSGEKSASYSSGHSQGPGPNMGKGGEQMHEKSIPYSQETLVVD
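Material: CHO-K1 APJ beta-arrestin complementation cell line; Input: cell density 1000 per well; Incubation: compound stimulation 90 min at 25 °C, detection 60 min; Signal: luminescence from split beta-galactosidase complementation, Galacton Star/Emerald II substrate; Controls: DMSO-only wells as negative, 10 nM Apelin-13 as positive control.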
MPTP inh = blocks calcium-induced mitochondrial swelling. inhibition, % at 10 µM. isolated mouse mitochondria, Ca2+ swelling absorbance, 30 min. 360,000 tested, 1.4% active;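 active means inhibition of 50% or more, scaled per plate between neutral and stimulator controls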;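 further: 0% = DMSO wells given calcium and 100% = 1 mM EGTA wells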
tim23-1 inh = tim23-1 yeast growth inhibition; S. cerevisiae tim23-1 growth, BacTiter-Glo luminescence, 24 h; inhibition, % at 20 µM; 330,000 tested, 1.3% active;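 active means growth inhibition of the mutant yeast at or above 50%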;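 further: temperature-sensitive mutant grown at 25 °C; plate controls were DMSO-treated mutant yeast for no effect and medium wells lacking yeast for full effect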
GRIN3A LBD mod = modulators (binders) of human NR3A ligand-binding domain; AID 1259313; NR3A LBD differential scanning fluorimetry, Tm shift; 0% = protein alone, 100% = glycine-bound protein; Tm shift relative to glycine control, % at 25 µM; 340,000 tested, 2.5% active;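 active means melting temperature shift of at least 10% of the positive control shift, at one fixed dose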
NLRP3 yeast inh = NALP3 inhibition in yeast | Yeast reconstituted NLRP3/ASC/caspase-1, beta-gal luminescence, 24 h | AID 2825 | inhibition, % at 10 µM | 330,000 tested, 0.39% active;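 active means inhibition of 50% or more; inactive means inhibition below 50%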;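 further: plate controls were induced DMSO wells for no effect and uninduced yeast grown without galactose for full effect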
APJ antagonist = APJ receptor antagonism | inhibition, % at 20 µM | CHO-K1 APJ beta-arrestin complementation, luminescence | 330,000 tested, 0.32% active | P35414;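 active means inhibition above about 40% at 20 µM, limit read from the data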;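 further: cells challenged with 10 nM apelin-13 agonist together with compound; plate controls were apelin-13 plus DMSO wells for no effect and DMSO wells lacking apelin-13 for full effect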
tim10-1 inh = inhibits growth of tim10-1 mutant yeast; S. cerevisiae tim10-1 ts strain growth, BacTiter-Glo, 24 h; inhibition, % at 20 µM; 330,000 tested, 2.2% active; AID 463190;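 active means inhibition of at least 40%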;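 further: mutant grown at 25 °C; 0% = DMSO wells with yeast and 100% = wells holding no yeast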
TIM10 inh = TIM10 yeast growth inhibition | S. cerevisiae TIM10 strain growth, BacTiter-Glo luminescence, 24 h | inhibition, % at 10 µM | 330,000 tested, 1.4% active | AID 463195;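 active means inhibition of 40% or more at the single tested concentration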;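 further: wild-type TIM10 isogenic control strain grown at permissive 25 °C; 0% = DMSO yeast wells and 100% = minimal medium wells without yeast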
beta cell repl = MIN6 beta-cell proliferation induction; MIN6 cells proliferation, ATPlite luminescence, 48 h; cells starved in 0.2% serum; 100% = growth in 10% serum; proliferation, % at 10 µM; 330,000 tested, 0.29% active; AID 2380;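 active means compounds whose signal lies at least 3.5 SD above the mean of all wells on their plate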;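 further: 0% = DMSO-treated cells in low-serum medium and 100% = 10% serum control; some compounds called inactive have numbers as strong as hits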
An asterisk follows results filed as active.

SMILES	APJ agonist	MPTP inh	tim23-1 inh	GRIN3A LBD mod	NLRP3 yeast inh	APJ antagonist	tim10-1 inh	TIM10 inh	beta cell repl
CCOC(=O)c1c(-c2ccccc2)nc2ccc(Cl)cn12	-4	2.5	31	2	6	15	27	6	3
Cn1c(=O)cc2c3c(c(N4CCCCC4)ccc31)C(=O)c1ccccc1-2	2	7.9	37	-2	16	-10	30	30	-2
O=C(Cc1ccc(F)cc1)N1CCN(c2ccc([N+](=O)[O-])cc2)CC1	-1	-0.6	26	-1	26	5	30	0	2
CCc1ccccc1NC(=O)/C(C#N)=C\c1ccc(Sc2ccccc2)o1	-5	3.8	12	1	18	-13	18	-13	-4
N#Cc1ccc(OCCOCCNC2CCCC2)cc1	-2	0.2	-2	2	-5	-8	-4	5	2
CCCC(=O)NC(c1ccc(Cl)cc1Cl)c1ccc2cccnc2c1O (centres undefined)	-1	4.3	49	-5	15	-7	-12	-63	-3
COC(=O)c1cc(NC(=O)Nc2cccc(Cl)c2)ccc1Cl	0	90*	20	38*	17	-19	23	24	-5
CCn1c(SCC(=O)NCCc2ccccc2)nnc1-c1cccs1	-1	-0.7	22	-1	7	-10	19	10	0
O=C(N/N=C/c1ccncc1)C12CC3CC(CC(C3)C1)C2	-1	-0.1	14	1	5	10	22	6	-4
CCCCN1C(C)=CC(=C2C(=O)c3ccccc3C2=O)C=C1C	-1	0.0	-16	1	15	-14	-29	-12	-5
CCOC(=O)c1c(N)sn(-c2ccccc2)c1=S	-4	-1.7	8	2	10	21	3	-5	-3
CC(=O)c1ccc(-n2c(C)c(C(C)=O)c3cc(O)ccc32)cc1	-4	1.5	-2	2	5	4	-17	-1	3
CCCn1c(SCC(N)=O)nnc1-c1ccco1	2	0.3	12	2	7	7	3	15	0
CCCCN(C)C(=O)CC(NS(=O)(=O)c1ccc(NC(C)=O)cc1)C(C)C (centres undefined)	0	3.2	13	-2	7	2	4	-7	-4
Clc1ccc(-n2ncc3c(NCc4cccs4)ncnc32)cc1	-1	11	2	7	27	-12	15	4	-4
COCCCNc1nc(N)c([N+](=O)[O-])c(NC2CCCCC2)n1	-4	-0.5	42	1	-28	-7	14	23	4
O=C(Nc1c2c(nn1-c1ccc(F)cc1)CS(=O)(=O)C2)c1ccc(Br)o1	1	0.6	8	-1	3	19	7	12	-3
CCOC1Cc2ccccc2N(C(N)=O)c2ccccc21 (centres undefined)	-2	0.0	4	-1	1	-12	-13	2	0
CN(C)S(=O)(=O)c1ccc(C(=O)NCCSc2ccccc2)cc1	-2	-1.5	4	0	0	18	-5	4	-2
CCOC(=O)N1CCc2c(sc(NC(=O)Cc3ccccc3)c2C(=O)c2ccc(OC)cc2)C1	-7	4.5	25	-2	-3	-6	19	19	-3
COc1cc2c(cc1OC)C1(CCCC1)C(N)=C2C#N	6	-4.0	-7	11*	15	-30	6	-3	3
COCCN(C(=O)c1ccc(N2CCCC2=O)cc1)c1c(N)n(Cc2ccccc2)c(=O)[nH]c1=O	2	3.1	30	1	15	-8	20	12	7
CSCC[C@H](NC(=O)c1ccc2ccccc2c1)C(=O)N1CCC2(CC1)NCCc1[nH]cnc12	2	-2.2	1	-1	26	25	-2	18	-2
CCOc1cc(C(=O)Nc2cccc(OCC(=O)N3CCOCC3)c2)cc(OCC)c1OCC	0	-0.7	17	1	5	-3	-3	-1	-1
CCc1nnc(NC(=O)c2ccc(Cl)c(S(=O)(=O)N3CCc4ccccc43)c2)s1	1	5.7	25	-8	3	-6	28	-2	-2
CCCCCn1c(SCCC(C)C)nc2c1c(=O)[nH]c(=O)n2C	-6	-3.7	30	1	20	19	14	12	-4
N#CCN=C(c1ccccc1)c1ccccc1	-1	-0.3	-10	1	-7	5	-9	-2	2
CC12CCC(C[N+](C)(C)C1)C2(C)C (centres undefined)	-2	-4.5	-7	1	15	-2	5	5	0
Cc1ccc2c(c1)C(=O)C(=O)N2Cc1ccc(Cl)cc1	-7	-0.9	29	-1	24	18	26	30	-6
O=C(CSc1nnnn1C1CCCCC1)NCc1ccc2c(c1)OCO2	2	-0.4	17	1	23	10	17	-2	-2
COc1cc(OC)c(S(=O)(=O)N2CCN(C(=O)c3ccco3)CC2)cc1NC(C)=O	-1	-0.9	23	0	-5	3	17	7	-4
CCCN(c1ccc(OCC)cc1)c1ncnc2nc[nH]c12	-1	-1.2	18	-3	5	-18	9	2	-2
O=C(N/N=C/c1cccc([N+](=O)[O-])c1)c1ccc(Br)cc1	0	-0.5	3	0	21	-18	-34	-23	-3
COC(=O)c1cccc(Nc2nc3ccccc3nc2C)c1	-3	-3.5	-3	-1	14	3	10	-7	1
Cc1cc(C(=O)NC2CCCC2)on1	-2	-0.7	-9	0	22	5	-8	-12	-2
COC(=O)c1ccccc1NC(=O)C12CCC(C)(C(=O)O1)C2(C)C (centres undefined)	0	1.4	28	0	3	6	31	15	-3
Cn1cccc1/C=C(/C#N)C(N)=S	-9	0.2	5	-7	2	41*	4	-4	0
CCOc1ccc(-c2onc(C(F)(F)F)c2-c2cscn2)c(O)c1	-3	21	25	-34	10	-27	18	13	-1
CCOC(=O)C1(Cc2cccc(OC)c2)CCCN(S(=O)(=O)N(C)C)C1 (centres undefined)	0	0.7	29	-1	3	3	13	-8	-2
C=CCNC(=O)c1cc(-c2ccc(Br)cc2)on1	-3	1.3	-2	-14	5	-4	13	-3	-2
CCOc1ccc(N(CC(=O)Nc2ccccc2OC)S(C)(=O)=O)cc1	-4	-0.9	-2	0	2	14	7	-3	0
COc1ccc(OCc2cc(C(=O)N3CCCC3)no2)c2ccccc12	20	-1.7	4	-4	19	-94	3	-12	-6
COC(=O)Cn1c(=O)c(C)nc2ccccc21	0	0.7	-8	0	12	-12	9	-9	-1
O=C(NCc1cccc(F)c1)c1cccc(OC2CCN(C(=O)C3CC3)CC2)c1	3	-0.2	27	1	14	3	17	12	0
COc1ccc(CCNC(=O)C(=O)NCC2CCCN2S(=O)(=O)c2cccs2)cc1 (centres undefined)	1	0.2	13	2	9	14	9	5	-3
COc1ccc(S(=O)(=O)N2CCCCCC2)cc1C(=O)N1CCCC(C(F)(F)F)C1 (centres undefined)	-4	-2.1	9	0	7	17	12	-2	0
CCCCn1nc(C(=O)Nc2ccc(-n3cnnn3)cc2)c2ccccc2c1=O	0	0.3	-9	-2	26	-13	-1	0	3
COc1ccccc1NC(=O)Cn1cnc2sc(C)c(S(=O)(=O)N3CCCCC3)c2c1=O	0	-0.5	4	-9	-3	3	13	-1	2
COc1cccc(NC(=O)CCN2CCOCC2)c1	1	-0.4	4	-2	18	11	-4	-8	-4
CC(C)(C)NC(=O)NCC1CCCC1NC(=O)NC(C)(C)C (centres undefined)	-4	0.0	-5	-411	-6	1	5	-10	-2

(more compounds)
SMILES	APJ agonist	MPTP inh	tim23-1 inh	GRIN3A LBD mod	NLRP3 yeast inh	APJ antagonist	tim10-1 inh	TIM10 inh	beta cell repl
CC1CCCC(NC(=O)COC(=O)c2c[nH]c(=O)[nH]c2=O)C1C (centres undefined)	-1	-3.1	2	-2	-23	-3	-4	-9	0
O=C1c2cccc3cccc(c23)C(=O)N1/N=C/c1ccc(O)cc1O	-5	2.6	-2	25*	-32	29	29	3	-1
CCOC(=O)c1c(NC(=O)c2ccc(S(=O)(=O)N3CCOCC3)cc2)sc2c1CCN(C)C2	-4	-1.0	15	-1	17	5	26	11	-6
COc1ccc(-c2cc(=O)oc3cc(OCC(=O)NCCN4CCOCC4)ccc23)cc1	-3	-0.5	16	-2	7	11	18	7	4
Cc1cc(S(=O)(=O)NCc2ccc3c(c2)OCO3)ccc1F	-2	3.6	24	0	27	14	7	-4	-4
Cc1ccc(NC(=O)C2CCCN2S(=O)(=O)c2ccc3c(c2)n(C)c(=O)c(=O)n3C)cc1 (centres undefined)	-1	1.3	4	0	14	0	10	-7	-2
O=c1oc2ccccc2c(NC2CCCCC2)c1NS(=O)(=O)c1ccc(Cl)cc1	-4	3.0	25	-11	6	-5	29	21	-6
CC(C)Cc1cc(C(=O)N2CCCC(C(=O)c3cc(F)ccc3F)C2)no1 (centres undefined)	-3	-0.5	30	-1	13	-4	34	-16	-1
COc1ccc(C(CCN(Cc2ccc(OC)c(OC)c2)C(C)=O)C(C)C)cc1 (centres undefined)	-2	1.5	11	2	6	-9	5	-14	3
CCOc1ccc(CCNC(=O)CN2CCN(Cc3ccc(F)cc3)C2=O)cc1OCC	0	-1.7	4	-5	11	-14	13	10	-4
CC(C)C1Oc2ccccc2N(CC(=O)N(Cc2ccncc2)Cc2ccco2)C1=O (centres undefined)	-3	0.8	28	-1	-10	4	19	23	5
O=C(NCCCN1CCOCC1)c1cc(S(=O)(=O)N2CCOCC2)ccc1Cl	-1	-0.9	-4	0	9	-3	3	-6	-4
CCCOC(=O)Nc1nc2ccccc2o1	-2	-0.2	26	1	34	-3	12	32	-2
Cc1nn(C(C)C(=O)NC2CCCCCC2)c(=O)c2nn(-c3ccccc3)c(C)c12 (centres undefined)	-6	0.7	18	-2	4	23	37	5	-3
N#Cc1nc(-c2cccs2)oc1NCCN1CCOCC1	-3	-0.8	-2	2	8	9	10	-3	1
Cc1ccccc1NC(=O)NCc1cccnc1	-1	-0.6	1	0	-4	-11	11	-20	0
Cc1noc(C)c1COc1ccccc1C(=O)N(C)CC(=O)Nc1ccc(Cl)c(Cl)c1	-5	-1.3	15	-2	12	0	18	8	-2
COC(=O)CN(C#N)c1nc(NC(C)C)nc(OC)n1	-2	-0.9	16	-5	14	-23	6	-18	-3
CC(C)Oc1ccc(C(=O)Nc2c3c(nn2C(C)(C)C)CS(=O)(=O)C3)cc1	0	-0.7	-5	-1	-2	-1	-1	-11	3
O=C1N=NC(=O)N1c1ccccc1	-6	1.5	3	1	-2	-5	0	-6	-5
Nc1cc(C(=O)c2cccs2)ccc1Cl	-6	-0.4	-4	0	20	16	-9	-12	-1
COc1ccc(-c2cc(CNC(=O)CN(C)Cc3ccccc3)on2)cc1	-1	0.6	2	2	35	6	7	-5	-5
CC(CCc1ccccc1)NC(=O)Cc1ccccc1 (centres undefined)	-3	0.6	4	2	8	3	14	4	2
CCCCn1c(N)c(N(CCOC)C(=O)c2cnc(C)cn2)c(=O)[nH]c1=O	-1	1.7	22	1	26	11	6	-6	3
CCOc1ccc(CNC(=S)N/N=C/c2ccncc2)cc1	3	2.3	20	2	-9	-5	31	17	2
O=C(Nc1ccc(N2CCOCC2)cc1N1CCOCC1)c1ccc(Br)cc1	6	2.7	18	0	7	2	15	15	2
Cc1cc(C(=O)OCC(=O)NCc2ccccc2)c(C)o1	-4	-2.4	-11	-1	11	17	13	-4	2

Rows are unselected; 7.2% or so of the library scored in one or more.
